High-throughput results as filed in PubChem.
TDP1 cell CPT: DT40-hTDP1 cell growth loss with CPT; 420,000 tested, 12% active; AID 686979; chicken DT40 Tdp1-/-;hTDP1 cells + 20 nM CPT, ATP luminescence, 48 h; Potency, µM (doses to about 46.2 µM), for the others: top-dose activity change, negative = growth inhibition, hits mostly inhibitors; further: nearly all actives have a fitted effect of over 55% in size
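Chicken DT40 Tdp1-/- cells stably complemented with human TDP1 were seeded at 400 cells/well in medium containing 20 nM camptothecin, exposed to pin-transferred compounds, and grown at 37 °C for at least 48 hr. Viability was read as ATP luminescence.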
N370S GC mod: inhibitors or activators of N370S glucocerebrosidase for Gaucher disease. P04062. N370S GC spleen homogenate, 4MU-glucoside fluorescence. 330,000 tested, 0.092% active. Potency, µM (titrated, usually from 59.4 µM), without a hit: top-dose activity change, negative = inhibition, hits mostly inhibitors;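 further: 0% = full enzyme activity and -100% = no enzyme basal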
FEN1 inhibitor: blocks human flap endonuclease 1. 390,000 tested, 0.35% active. P39748. Potency, µM (titrated, usually from 114 µM), without a hit: at the highest dose activity change, negative = inhibition, usual class: inhibitors. AID 588795. Recombinant FEN1 flap cleavage, fluorescence, 15 min; further: nearly all actives have a fitted effect of over 65% in size
Target sequence (P39748 whole entry, looked up): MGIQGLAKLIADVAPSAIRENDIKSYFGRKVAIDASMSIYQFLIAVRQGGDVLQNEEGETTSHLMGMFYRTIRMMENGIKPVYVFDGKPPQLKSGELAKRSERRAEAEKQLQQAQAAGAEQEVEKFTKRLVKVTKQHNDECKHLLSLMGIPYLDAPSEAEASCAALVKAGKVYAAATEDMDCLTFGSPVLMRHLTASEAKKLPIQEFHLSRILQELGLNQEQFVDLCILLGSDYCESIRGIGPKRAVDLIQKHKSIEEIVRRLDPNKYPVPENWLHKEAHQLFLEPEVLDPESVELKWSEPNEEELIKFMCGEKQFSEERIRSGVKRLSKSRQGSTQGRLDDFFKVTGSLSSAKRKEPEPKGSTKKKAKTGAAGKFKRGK
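Recombinant FEN1 (10 nM) was preincubated with pin-transferred compounds for 15 min at room temperature, then flap DNA substrate (50 nM final) was added. Plates were read at 0 and 15 min, and normalized concentration–response data were fitted to a four-parameter Hill equation.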
* hit, by the source's call; ? = inconclusive; · = not tested or not shown; & = joins results of further samples; [ ] = dose if it differs, or a comment. The call rests on the fitted dose curve; in most records, active means well fitted curve in the direction sought with a large enough effect; inconclusive means small, poorly fitted or top-dose-only effect, or another doubt; inactive means no such curve, though single readings can be large; an effect the other way counts as inactive or inconclusive. Unless noted, on the % scale 0 is the no-effect control and ±100 the full control effect; potency means the concentration at half of the fitted maximal effect. Only part of the results is shown. The share of hits here may be higher or lower than overall.

SMILES	TDP1 cell CPT	N370S GC mod	FEN1 inhibitor
COc1ccc(CNC(=O)CSc2ncc3c(n2)-c2ccc(Cl)cc2N(Cc2ccc(F)cc2)S3(=O)=O)cc1OC	12µM*	·	17%
O=C(CNC(=O)c1ccccc1F)N/N=C/c1cn[nH]c1-c1ccccc1	-20%	2%	0%
CCCSc1nc(SCC(=O)NCc2ccccc2)c2c3c(sc2n1)COC(C)(CC)C3 (stereo not drawn)	?	0%	1%
COc1cccc(NC(=O)CN2CCN(c3ccccc3F)CC2)c1	0%	0%	-3%
O=C(CSc1ncc2c(n1)-c1ccc(Cl)cc1N(Cc1ccccc1)S2(=O)=O)Nc1ccc(F)c(F)c1	23µM*	·	2%
CCOC(=O)c1cc(=O)[nH]c2ccccc12	-16%	-29%	7%
COc1cc2nc(SCc3ccc(Cl)cc3Cl)n(Cc3cccs3)c(=N)c2cc1OC	?	14%	-7%
CCCCN(C(=O)c1cc(=O)[nH]c2ccccc12)c1c(N)n(CCCC)c(=O)[nH]c1=O	-1%	2%	-3%
CCCn1c(N)c(C(=O)CN(C)CC(=O)Nc2ccccc2C(F)(F)F)c(=O)[nH]c1=O	15µM*	·	7%
COC(=O)c1c(C)noc1-c1ccc(Cl)cc1	-1%	-6%	12%
CC(C)Cn1cnc2c(SCc3ccccc3)nc(N)nc21	-4%	·	-12%
COc1ccc(C2NC(=S)NC3=C2CCc2cc(OC)ccc23)cc1 (stereo not drawn)	?	-7%	-21%

Compounds above that contain an aryl methoxy group:
SMILES	TDP1 cell CPT	N370S GC mod	FEN1 inhibitor
COc1ccc(CNC(=O)CSc2ncc3c(n2)-c2ccc(Cl)cc2N(Cc2ccc(F)cc2)S3(=O)=O)cc1OC	12µM*	·	17%
COc1cccc(NC(=O)CN2CCN(c3ccccc3F)CC2)c1	0%	0%	-3%
COc1cc2nc(SCc3ccc(Cl)cc3Cl)n(Cc3cccs3)c(=N)c2cc1OC	?	14%	-7%
COc1ccc(C2NC(=S)NC3=C2CCc2cc(OC)ccc23)cc1 (stereo not drawn)	?	-7%	-21%

Going on with the list.
SMILES	TDP1 cell CPT	N370S GC mod	FEN1 inhibitor
CCCC(C)NS(=O)(=O)c1ccccc1 (stereo not drawn)	-18%	0%	-3%
CCc1nc2cc([N+](=O)[O-])c([N+](=O)[O-])cc2[nH]1	-1%	-2%	-10%
O=C(N/N=C/c1c[nH]c2ccccc12)c1ccccc1	3%	1%	17%
Cc1cccc(OCC(=O)Nc2ccccc2C(=O)N2CCOCC2)c1	-23%	0%	-2%
C/C(=N/n1cnnc1)c1cccnc1	8%	5%	-1%
COc1cc(OC)cc(-n2nnnc2SCC(=O)N2CCCC2)c1	-4%	5%	12%
CCC(C)NC(=O)CSc1n[nH]c(-c2cc(Cl)ccc2OC)n1 (stereo not drawn)	-8%	11%	-5%
CCOC(=O)N1CCC(NC(=O)c2cnn(-c3cccc(C)c3)c2-n2cccc2)CC1	16µM*	·	-4%
Cc1cc(-c2nnc(SCC(=O)Nc3ccccc3Cl)n2C)no1	0%	7%	-3%
O=C(NCCCN1CCN(c2ccccc2F)CC1)c1ccc2nc(CCc3ccccc3)oc2c1	21µM*	·	-1%
CCOC(=O)c1c(NC(NC(=O)C(C)C)C(Cl)(Cl)Cl)sc2c1CCC2 (stereo not drawn)	15µM*	14%	-16%
CCOC(=O)c1oc2nc3c(cc2c1N)COC(C)(C)C3	-5%	7%	7%
Cn1cnnc1SCC(=O)Nc1ccc2nc(SCc3cccc4ccccc34)sc2c1	23µM*	27%	-3%
CC1(C)CC(=O)C=C(OC(=O)c2ccc(Cl)cc2)C1	3%	2%	-1%
CC(NC(=O)CSc1nc2ccccc2c(=O)[nH]1)c1ccccc1 (stereo not drawn)	3%	-11%	5%
COC(=O)c1cc(NC2c3ccccc3C(=O)N2CCN2CCOCC2)cc(C(=O)OC)c1 (stereo not drawn)	-1%	-1%	22%
COc1ccccc1NC(=O)CSc1nc2ccccc2c2nc(-c3ccccc3)nn12	-10%	·	20%
COCc1[nH]nc2c1C1(CCC3(CC1)OCCO3)C(C#N)=C(N)O2	-14%	7%	-15%
Fc1ccc(NC(=S)N2CCN(C/C=C/c3ccccc3)CC2)c(F)c1	?	1%	-2%
O=C(C1CCOCC1)N1CCCC(N2CCN(c3cccc(Cl)c3)CC2)C1 (stereo not drawn)	6%	2%	-3%
Cc1c(N=CN2CCOCC2)c(=O)n(C)c(=O)n1C	6%	-3%	0%
CCn1c(SCC(=O)O)nnc1-c1cc2c(C)nn(-c3ccccc3)c2s1	-14%	-12%	2%
CCN(C(=O)CSc1nc(-c2ccc(C(C)C)cc2)no1)c1ccccc1	15µM*	·	-13%
CCOC(=O)c1c(N)sc(C(=O)N2CCCC(C(N)=O)C2)c1C (stereo not drawn)	-11%	·	-2%
O=C(CCN1C(=O)/C(=C/c2cccs2)SC1=S)NNC(=O)c1cccc(O)c1	3%	7%	-7%
COc1ccc(-c2nc(CS(=O)(=O)CC(=O)NCCc3ccc(C)cc3)c(C)o2)cc1	26%&-2%	-17%	-2%&-7%
COc1ccc(CN2C3CCC2CC(NC(=O)c2cccc(F)c2)C3)cc1 (stereo not drawn)	-15%	-22%	8%
CCOC(=O)C1CCCN(Cc2sccc2C)C1 (stereo not drawn)	-22%	4%	-2%
OCC[C@@H]1C[C@@H](O)[C@H](O)[C@]2(OCc3ccccc32)O1	-6%	2%	0%
CCOC(=O)CC(=O)Nc1cc(Cl)ccc1O	7%	1%	-2%
Nc1nc(-c2ccccc2)[nH]c(=O)c1N=O	-16%	7%	2%
Cc1ccc(C2(C(F)(F)F)NC(=O)N3C(=C2C#N)Nc2ccccc23)cc1 (stereo not drawn)	-16%	9%	-2%
Cc1ccc(-n2ncc(C(=O)N3CCC(c4ccccc4)C3)c2C2CCN(C(=O)OC(C)(C)C)CC2)cc1 (stereo not drawn)	15µM*	·	-12%
O=C(Nc1ccc(F)cc1)NC1(C(=O)NCc2ccco2)CCCCC1	-13%	-3%	0%
O=C(CSc1nc(-c2cccs2)cc(C(F)(F)F)n1)Nc1ccccc1Cl	?	·	-3%
COc1cc(CN2CCNC(=O)C2CC(=O)NC2CCCC2)cc(OC)c1 (stereo not drawn)	1%	-8%	5%
Cc1cccc(NC(=O)CSCc2c(C)noc2C)c1C	-11%	8%[2.35 µM]	-3%
O=C(Nc1ccc(F)cc1)N(Cc1ccco1)Cc1cc2cc3c(cc2[nH]c1=O)OCO3	?	16%	-4%
CCOC(=O)NC(=O)COC(=O)c1ccc(O)cc1	2%	4%	6%
Cc1ccc(S(=O)(=O)/N=C(\N)Nc2nc(C)c3ccc(C)cc3n2)cc1	21µM*	14%	-3%
COC(=O)c1cnc(N2CCCN(S(=O)(=O)c3ccccc3)CC2)nc1C(F)(F)F	?	?	-19%
Cc1ccc(-n2nc(C(=O)Nc3ccc(F)cc3Cl)c(=O)n(C)c2=O)cc1	-1%	·	5%
O=C(Cc1cccc(NC(=O)C2CCCN(C(=O)C3CCCC3)C2)c1)Nc1cccc(C(=O)N2CCCCC2)c1 (stereo not drawn)	-11%	·	-4%
CC1CCC(NC(=O)c2cc(C3CC3)nn2-c2ccccc2)CC1 (stereo not drawn)	?	·	-6%
CCOc1ccc(N(CC(=O)NC2CCCCCC2)S(=O)(=O)c2c(C)[nH]c(=O)[nH]c2=O)cc1	10%	2.5µM*	15%
COc1ccc(-n2cnc3cc([N+](=O)[O-])ccc32)cc1	2%	11%	-12%
C=CCNC(=O)C12CC3CC(C1)CC(C(=O)NCC=C)(C3)C2	-5%	-14%	-2%
CCc1ccc(C2CC(c3cccc(OC)c3)n3nc(N)nc3N2)cc1 (stereo not drawn)	?	4%	19%
O=c1[nH]nc(CNc2ccc(O)cc2)c2ccccc12	?	?	-17%
CCOC(=O)C1CCN(S(=O)(=O)c2cccc(-c3cn4ccccc4n3)c2)CC1	?	2%	-17%
COc1ccc(C(C)=O)cc1COc1cccc2cccnc12	-4%	-8%	-1%
O=C(Oc1ccc(F)cc1)c1ccc2c(=O)n3c(nc2c1)CCC3	-13%	-4%	-11%
O=S(=O)(NC1=NCCCCC1)c1ccccc1Cl	-2%	-4%	-3%
CCOc1ccc(CCNC(=O)c2nccnc2C(=O)O)cc1OCC	-17%	-1%	7%
CS(=O)(=O)N1N=C(c2ccc(Br)cc2)CC1c1cccs1 (stereo not drawn)	21µM*	0%	2%
Nc1cc2ccncc2c2ccccc12	?	8%	-20%
C=C(C)C1CC=C(C)/C(=N\NC(=O)CCC(=O)Nc2ccc(C)c(C)c2)C1 (stereo not drawn)	-9%	13%	-6%
CC(Sc1nnc(-c2ccccc2F)o1)C(=O)Nc1ccc(N2CCOCC2)cc1 (stereo not drawn)	-3%	-3%	2%
Cc1ccc(CNC(=O)C2CCCN(S(=O)(=O)c3ccc4c(ccn4C)c3)C2)cc1 (stereo not drawn)	-11%	·	15%
Cn1cc(C(=O)c2ccccc2)cc1-c1nc2ccccc2n1C	?	11%	-3%

Next section:
SMILES	TDP1 cell CPT	N370S GC mod	FEN1 inhibitor
COc1ccccc1N(C)S(=O)(=O)c1ccc(C(=O)OCC(=O)NCC(F)(F)F)cc1	16%	-9%	1%
Cc1cccc(C)c1NC(=O)CN(C)S(=O)(=O)c1ccc2c(c1)n(C)c(=O)c(=O)n2C	-7%	·	7%
Cc1cc(NC(=O)c2ccccc2F)nc2c1c(=O)oc1ccccc12	?	-25%	4%
CCC(C)(C)n1nnnc1CN1CCC(NC(=O)c2ccc(Br)cc2)CC1	?	6%	-3%
O=C(C[n+]1cccc(CNC(=O)c2ccc(OC(F)F)cc2)c1)Nc1ccc(F)cc1	-20%	-8%	-5%
Cc1ccc(NC(=O)c2cc3c([nH]c2=O)CC(C)(C)CC3=O)cc1	?	·	-9%
O=C(CSc1nc(=O)n2ccccc2n1)Nc1cccc2ccccc12	8%	-4%	0%
CC(C)(CC(=O)O)CC(=O)O	-1%	-9%	-1%
O=C(CCCC(=O)c1ccccc1)NCCc1ccccc1	4%	-11%	16%
CCc1ccc(CN2CCC(n3nccc3NC(=O)c3ccccc3C)CC2)cc1	21µM*	-23%	3%
CCN(CC)CCN(C(=O)C1=COCCO1)c1nc2c(OC)ccc(OC)c2s1	6%	-6%	?
Cc1ccc(S(=O)(=O)n2cnc3cc([N+](=O)[O-])ccc32)cc1C	-13%	4%	-1%

7 consecutive records out of the list so far:
SMILES	TDP1 cell CPT	N370S GC mod	FEN1 inhibitor
CCC(C)(C)n1nnnc1CN1CCC(NC(=O)c2ccc(Br)cc2)CC1	?	6%	-3%
O=C(C[n+]1cccc(CNC(=O)c2ccc(OC(F)F)cc2)c1)Nc1ccc(F)cc1	-20%	-8%	-5%
Cc1ccc(NC(=O)c2cc3c([nH]c2=O)CC(C)(C)CC3=O)cc1	?	·	-9%
O=C(CSc1nc(=O)n2ccccc2n1)Nc1cccc2ccccc12	8%	-4%	0%
CC(C)(CC(=O)O)CC(=O)O	-1%	-9%	-1%
O=C(CCCC(=O)c1ccccc1)NCCc1ccccc1	4%	-11%	16%
CCc1ccc(CN2CCC(n3nccc3NC(=O)c3ccccc3C)CC2)cc1	21µM*	-23%	3%

(further entries)
SMILES	TDP1 cell CPT	N370S GC mod	FEN1 inhibitor
CSc1ncc(C(=O)Nc2cccc(C)c2C)c(-c2ccccc2)n1	-26%	·	24%
Cc1ccc(S(=O)(=O)/N=S(\C)C(C)C)cc1 (stereo not drawn)	-13%	-1%	10%
N#CCCN(CCC#N)c1nncs1	-5%	0%	8%
O=C(CCS(=O)(=O)c1ccc2c(c1)NC(=O)CS2)NCCc1ccc(Cl)cc1	?	-16%	-9%
Cc1cc(C)c(C#N)c(SCCS(=O)(=O)c2ccc(C(C)(C)C)cc2)n1	13µM*	-2%	-12%
CCCCN1CCc2c1nc1ccc(Br)cc1c2N	?	6%	?
Oc1ccc(Br)cc1-c1cc(-c2ccc(Cl)cc2)n[nH]1	21µM*	8%	-4%
Cc1cccc(C(=O)NC2C(=O)NNC2c2ccc(Cl)cc2)c1 (stereo not drawn)	?	-21%	-14%
CCN(C(=O)COC(=O)Cn1cnc2c1c(=O)n(C)c(=O)n2C)C1CCS(=O)(=O)C1 (stereo not drawn)	-4%	-10%	17%
Cc1ccc(-c2csc3nc4cc(C(=O)NC5CCC(O)CC5)ccc4c(=O)n23)cc1 (stereo not drawn)	?	-4%	-1%
